# IL-1B inflam inh: blocks inflammasome-driven IL-1 beta release | AID 743279 | 360,000 tested, 4.7% active | THP-1 LPS/ATP IL-1B secretion, AlphaLISA, 16 h; hits give low values | activity change, % at 57.5 µM; in the data active means activity change below about -50%; inconclusive means mostly about -30% to -49%; further: on the % scale 0 is the no-effect control and ±100 the full control effect
#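 Secreted IL-1B measured by AlphaLISA bead assay after 16 h compound exposure of THP-1 cells; compounds (final up to 57.5 uM) added 1 h before LPS (250 ng/mL) and ATP (1.25 mM) stimulation; lower signal means less secretion.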
# ATXN2 expr inh: inhibitors of ATXN2 expression; Potency, µM (top dose mostly 57 µM), without a hit: at the top dose activity change, negative = inhibition, usual class: inhibitors; AID 1745845; 360,000 tested, 0.72% active; HEK-293 ATXN2-luciferase reporter, luminescence, 24 h; further: potency means the concentration at half of the fitted maximal effect; on the % scale 0 is the no-effect control and ±100 the full control effect; nearly all actives have a fitted effect of over 55% in size
#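 qHTS (up to 57 uM final) was run with 24 h compound exposure of reporter cells at 37 °C. Each well was multiplexed: SteadyGlo luminescence measured ATXN2-luciferase expression after a fluorogenic Gly-Phe-AFC viability readout (25 uM final).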
# HepG2 tox: counter-screen for TGF-b inhibitors: cytotoxicity in HepG2 cells; AID 588856; 410,000 tested, 0.76% active; Potency, µM (highest dose often 46.1 µM), for inactives: top-dose activity change, negative = cytotoxicity, hits mostly cytotoxic; HepG2 CAGA-GFP viability, ATP luminescence, 18 h; further: potency means the concentration at half of the fitted maximal effect; some results filed as inactive show a strong effect at the top dose
#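 HepG2 CAGA-GFP cells (1000/well, DMEM with 1% FBS) received compound, then TGF-beta at 500 pg/mL final, and were incubated 18 hours at 37 degrees C. Viability was read by CellTiter-Glo luminescence. Media-only wells were set as complete cell-killing and DMSO as no toxicity.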
# HT1080 IDH1KD tx: toxicity to HT-1080 IDH1 knockdown cells (counter line); HT-1080 IDH1 knockdown viability, ATP luminescence, 48 h; Potency, µM (top dose mostly 46.1 µM), for inactives: at the top dose activity, negative = toxicity, most hits filed as cytotoxic; 360,000 tested, 2% active;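 further: potency means the concentration at half of the fitted maximal effect; 0% = DMSO wells and -100% = cell-free medium wells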
#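 Cytotoxicity counter-line: IDH1KD HT-1080, 48 h, CellTiter-Glo. Curves classed by r2, magnitude and activity.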
# KB-3-1 cytotox: KB-3-1 parental cell cytotoxicity; KB-3-1 viability, CellTiter-Glo ATP luminescence, 72 h; Potency, µM (highest dose often 46.1 µM), inactives show at the highest dose activity change, negative = cytotoxic, hits mostly cytotoxic; 400,000 tested, 1.4% active; AID 1347075; further: potency means the concentration at half of the fitted maximal effect; on the % scale 0 is the no-effect control and ±100 the full control effect; nearly all actives have a fitted effect of over 60% in size
#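 72 h, 37 °C compound treatment of KB-3-1 parental cells; CellTiter-Glo added, 10 min, luminescence read. Data corrected against DMSO-only plates and normalized before curve fitting.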
# HT1080-NT tox: kills 2HG-producing HT-1080-NT fibrosarcoma cells | HT-1080-NT fibrosarcoma viability, CellTiter-Glo ATP luminescence, 48 h | Potency, µM (doses to about 46.1 µM), without a hit: top-dose activity, negative = less viability, most hits filed as cytotoxic | 360,000 tested, 1.6% active | AID 686970;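 further: NT is the 2HG producing partner of a matched IDH1 knockdown line; potency means the concentration at half of the fitted maximal effect; 0% = DMSO-treated cells and -100% = media-only wells without cells; nearly all actives have a fitted effect of over 55% in size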
#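 Luminescent CellTiter-Glo readout after 48 hours of compound exposure at 37 degrees C defined viability of HT-1080-NT cells. Activity was normalized to DMSO wells and cell-free media wells; concentration-response curves were fitted and assigned curve classes.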
# S2 tox: cell viability loss in ATXN counter-screen. S2 cells (HEK-293 line with an ATXN2-luciferase reporter) viability, CellTiter-Fluor protease fluorescence, 24 h. Potency, µM (highest dose often 56.7 µM), hits mostly cytotoxic. 400,000 tested, 0.49% active. AID 651635; further: potency means the concentration at half of the fitted maximal effect; nearly all actives have a fitted effect of over 40% in size
# SW480 rerep: DNA re-replication induction in SW480 cells; SW480 DNA re-replication, Hoechst DNA content imaging, 48 h; Potency, µM (top dose mostly 46.1 µM), for inactives: top-dose re-replication activation, actives largely listed as activators; 340,000 tested, 1.8% active; AID 624297; further: potency means the concentration at half of the fitted maximal effect; % of control where 0% means no effect; nearly all actives have a fitted effect of over 55% in size
#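 Cells (250 per well) received 23 nL compound or DMSO by pin tool and were kept 48 hr at 37 C, 5% CO2. Nuclei were then stained with Hoechst for 40 min and scanned for DNA content.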
# MCF10A rerep: DNA re-replication induction in MCF 10a cells | 350,000 tested, 2.9% active | AID 624296 | MCF 10A DNA re-replication, Hoechst nuclear intensity, 48 h | Potency, µM (titrated, usually from 46.1 µM), inactives show top-dose activity, positive = re-replication, usual class: activators; further: potency means the concentration at half of the fitted maximal effect; % of control where 0% means no effect; nearly all actives have a fitted effect of over 50% in size
# The depositor's hits bear a star; i = inactive; ? = inconclusive; . = not tested or not shown; [ ] = remark or other dose. Unless noted, the call rests on the fitted dose curve; in most records, active means well fitted curve in the direction sought with a large enough effect; inconclusive means small, poorly fitted or top-dose-only effect, or another doubt; inactive means no such curve, though single readings can be large; an effect the other way counts as inactive or inconclusive.
# Abbreviations – A = IL-1B inflam inh; B = ATXN2 expr inh; C = HepG2 tox; D = HT1080 IDH1KD tx; E = KB-3-1 cytotox; F = HT1080-NT tox; G = S2 tox; H = SW480 rerep; I = MCF10A rerep
N#Cc1cc(-c2ccccc2)cnc1Sc1ccccc1
  A: -18 | B: 23% | C: -28% | D: 4% | E: -3% | F: 13% | G: i | H: 17% | I: 5%

COc1ccc(CCN=C(N)NS(=O)(=O)c2ccc(OC)cc2)cc1
  A: -2 | B: -3% | C: -5% | D: -1% | E: -9% | F: 9% | G: i | H: -5% | I: -4%

N#Cc1c(-c2ccccc2)nc(SCc2nc(N)nc(N3CCCCC3)n2)[nH]c1=O
  A: 0 | B: 0% | C: -76% | D: ? | E: ? | F: -5% | G: i | H: -16% | I: 5%[9.22 µM]

O=C(COC(=O)c1ccc(S(=O)(=O)NCc2ccco2)cc1)NCc1ccc(F)cc1
  A: 8 | B: -3% | C: -7% | D: 4% | E: 23% | F: -1% | G: i | H: ? | I: 2%

COc1ccccc1NC(=O)c1ccc2[nH]c(C)cc(=O)c2c1
  A: . | B: -12% | C: 0% | D: . | E: 1% | F: . | G: i | H: . | I: .

O=C(N/N=C/c1c[nH]c2ccccc12)c1cc(-c2ccccc2)n[nH]1
  A: -66* | B: -18%[11.3 µM] | C: -46% | D: ? | E: -7% | F: ? | G: i | H: -11% | I: 17%

CC/C(C)=N\Nc1nc(-c2cc3cc(OC)ccc3oc2=O)cs1
  A: -6 | B: -13% | C: -35% | D: 15µM* | E: -2% | F: ? | G: i | H: ? | I: ?

COc1ccccc1C1CC(c2c(-c3ccccc3)c3cc(Cl)ccc3[nH]c2=O)=NN1S(C)(=O)=O (stereo unspecified)
  A: -11 | B: ? | C: -20% | D: ? | E: ? | F: 26µM* | G: ? | H: ? | I: ?

Cc1ccc(NC2CC(=O)N(Cc3ccccc3)C2=O)cc1 (stereo unspecified)
  A: 5 | B: -3% | C: -7% | D: -2% | E: -9% | F: 6% | G: i | H: 2% | I: -22%

Cc1ccc(-n2nc(C)c3c(C)cc(=O)n(CC(=O)Nc4ccc(C(C)C)cc4)c32)cc1
  A: . | B: 9% | C: -82% | D: . | E: -7% | F: . | G: i | H: . | I: .

Cn1c(=O)c2cn(-c3ccc4c(c3)OCCO4)cc2n(C)c1=O
  A: 10 | B: 17% | C: 6% | D: 21% | E: 21% | F: 21% | G: i | H: 0% | I: -2%

CCOc1ccc(S(=O)(=O)N2CCCCC2)cc1NC(=O)CN1C(=O)NC(C)(c2ccccc2)C1=O (stereo unspecified)
  A: -17 | B: 7% | C: -1% | D: -22% | E: 8% | F: -24% | G: i | H: -44%[inhibitor] | I: -21%

O=C(CSCc1ccc([N+](=O)[O-])cc1)Nc1ccc(S(=O)(=O)N2CCCCCC2)cc1
  A: 0 | B: -17% | C: 14% | D: -8% | E: 0% | F: -4% | G: i | H: -5% | I: 19%

COc1ccccc1C(=O)N/C(=C/c1ccc2c(c1)OCO2)C(=O)Nc1cccc(C(=O)O)c1
  A: 2 | B: 2% | C: -1% | D: 15% | E: 7% | F: -9% | G: i | H: -5% | I: 5%

CCn1cc(S(=O)(=O)c2ccccc2)c(=O)c2cc(F)c(N3CCN(C)CC3)cc21
  A: 40 | B: -5% | C: 0% | D: 0% | E: 12% | F: 21% | G: ? | H: -6% | I: 4%

Cc1ccc(C)c(N2CCN(C(=O)c3ccc(Cn4c(=S)[nH]c5ccc(N6CCOCC6)cc5c4=O)cc3)CC2)c1
  A: 7 | B: 7% | C: 2% | D: 7% | E: 5% | F: -1% | G: . | H: 22% | I: 5.8µM*

COc1ccccc1CCNC(=O)C(=O)NCC(c1cccnc1)N1CCN(c2ccccc2)CC1 (stereo unspecified)
  A: . | B: ? | C: -15% | D: . | E: ? | F: . | G: ? | H: . | I: .

CCc1ccc(S(=O)(=O)Nc2ccc(-c3ccc(N4CCCC4)nn3)cc2)cc1
  A: . | B: 6% | C: -1% | D: . | E: 7% | F: . | G: i | H: . | I: .

CCSCCC(NC1=CC(=O)CC(C)(C)C1)C(=O)O (stereo unspecified)
  A: 0 | B: 22% | C: -14% | D: 13% | E: -7% | F: 10% | G: i | H: -2% | I: 13%

Cc1c2c(nc3nnnn13)CCCC2
  A: 15 | B: 9% | C: 9% | D: 7% | E: -5% | F: 8% | G: i | H: -3% | I: 7%

CCC1(C)CC(C(N)=S)CCO1 (stereo unspecified)
  A: -8 | B: -9% | C: -3% | D: 15% | E: 5% | F: 5% | G: i | H: -10% | I: 1%

Cn1cnc2cc(NC(=O)COc3ccccc3)ccc21
  A: -19 | B: 19% | C: 3% | D: 25% | E: 10% | F: 12% | G: i | H: -46%[inhibitor] | I: -4%

CC(CCc1ccccc1)NC(=O)COC(=O)c1cccc2ccccc12 (stereo unspecified)
  A: -15 | B: 7% | C: -2% | D: 14% | E: 3% | F: 16% | G: i | H: -5% | I: ?

CC1CCc2c(sc3ncn(CCO)c(=O)c23)C1 (stereo unspecified)
  A: 8 | B: 30% | C: 2% | D: -1% | E: ? | F: -1% | G: i | H: -12% | I: 8%

Cc1nnc(NC(=O)CSc2nnc(Cc3cccn3C)n2-c2ccccc2)s1
  A: -11 | B: 2% | C: -12% | D: -1% | E: 5% | F: ? | G: i | H: -3% | I: 11%

# Whole records from above. Order of values: IL-1B inflam inh | ATXN2 expr inh | HepG2 tox | HT1080 IDH1KD tx | KB-3-1 cytotox | HT1080-NT tox | S2 tox | SW480 rerep | MCF10A rerep
# Results for Cc1c2c(nc3nnnn13)CCCC2 → 15 | 9% | 9% | 7% | -5% | 8% | i | -3% | 7%
# Results for CC1CCc2c(sc3ncn(CCO)c(=O)c23)C1 (stereo unspecified) → 8 | 30% | 2% | -1% | ? | -1% | i | -12% | 8%
# Results for COc1ccccc1NC(=O)c1ccc2[nH]c(C)cc(=O)c2c1 → . | -12% | 0% | . | 1% | . | i | . | .
# Results for Cc1ccc(NC2CC(=O)N(Cc3ccccc3)C2=O)cc1 (stereo unspecified) → 5 | -3% | -7% | -2% | -9% | 6% | i | 2% | -22%
# Results for Cc1ccc(C)c(N2CCN(C(=O)c3ccc(Cn4c(=S)[nH]c5ccc(N6CCOCC6)cc5c4=O)cc3)CC2)c1 → 7 | 7% | 2% | 7% | 5% | -1% | . | 22% | 5.8µM*

# The results go on.
# Abbreviations – A = IL-1B inflam inh; B = ATXN2 expr inh; C = HepG2 tox; D = HT1080 IDH1KD tx; E = KB-3-1 cytotox; F = HT1080-NT tox; G = S2 tox; H = SW480 rerep; I = MCF10A rerep
CCOc1ccc(CCNC(=O)c2nn(C)c3c2CS(=O)(=O)c2ccccc2-3)cc1OCC
  A: ? | B: -12% | C: 1% | D: 0% | E: ? | F: 11% | G: ? | H: -5% | I: 5%

O=C(NCC1CCCO1)c1ccc(S(=O)(=O)N2CCC(c3nc4ccc(Cl)cc4[nH]3)CC2)cc1 (stereo unspecified)
  A: -27 | B: ? | C: -33% | D: ? | E: -29% | F: ? | G: i | H: -1% | I: 4%

Cc1nn(-c2ccccc2)c(C)c1/C=N/n1c(-c2ccccc2Br)n[nH]c1=S
  A: 18 | B: 32% | C: 22% | D: -6% | E: -33% | F: -13% | G: i | H: ? | I: ?

O=C(N/N=C/c1cn(-c2ccccc2)nc1-c1cc2ccccc2o1)c1c[nH]c2ccccc12
  A: -60* | B: 46%[activator] | C: -15% | D: -23% | E: -3% | F: -23% | G: i | H: 29% | I: 2%

O=C(Nc1cccc(Cl)c1Cl)c1csc([C@@H]2O[C@H](CO)[C@@H](O)[C@H]2O)n1
  A: 25 | B: 15% | C: -5% | D: 27% | E: 0% | F: 19% | G: i | H: . | I: .

COc1ccccc1N1CCN(/N=C/c2cc(OC)c(OC(C)=O)c(OC)c2)CC1
  A: 23 | B: . | C: -2% | D: 1% | E: 4% | F: 1% | G: i | H: 1% | I: -4%

O=C(CSc1ncccn1)Nc1ccc(Cl)c(S(=O)(=O)N2CCOCC2)c1
  A: 5 | B: -6% | C: 5% | D: 9% | E: -5% | F: 10% | G: i | H: -6% | I: -6%

OCCNCCCCSc1ccc(Cl)cc1
  A: -1 | B: . | C: -7% | D: -26% | E: -5% | F: -17% | G: i | H: 3% | I: -5%

Cc1ccc(N(CC(=O)NCC2CCCO2)S(=O)(=O)c2ccc(Cl)cc2)cc1C (stereo unspecified)
  A: -16 | B: -4% | C: -3% | D: 7% | E: 3% | F: 0% | G: i | H: -7% | I: 1%

CCOC(=O)CSc1nnc([C@H](Cc2ccccc2)NC(=O)OC(C)(C)C)o1
  A: 6 | B: 7% | C: -4% | D: -21% | E: -2% | F: 8% | G: i | H: 1% | I: -4%

Cc1ccccc1C1NS(=O)(=O)N=C1N (stereo unspecified)
  A: -2 | B: 6% | C: -7% | D: -1% | E: 0% | F: -6% | G: i | H: 2% | I: 288%[0.0737 µM]

COC(=O)CCSCC(=O)Nc1ccc(C)c(S(=O)(=O)N2CCCCC2)c1
  A: 52 | B: -10% | C: 6% | D: -1% | E: 15% | F: -7% | G: i | H: -5% | I: 9%

O=C1CN(C(=O)CNC(=O)c2cccc(Cl)c2)c2ccccc2N1
  A: 14 | B: . | C: 0% | D: 8% | E: -1% | F: 2% | G: i | H: -4% | I: -6%

Cc1cccc(N2C(=O)CC(N3CCN(C(=O)c4ccccc4)CC3)C2=O)c1 (stereo unspecified)
  A: -5 | B: 0% | C: 0% | D: 9% | E: 8% | F: 11% | G: i | H: -2% | I: 1%

CN(CC(=O)Nc1cccc(F)c1)C(=O)c1ccc(N2CCCC2)c([N+](=O)[O-])c1
  A: -14 | B: -11% | C: 0% | D: -20% | E: -12% | F: -2% | G: i | H: ? | I: 27%

CCOc1cc(C2C3=C(CCCC3=O)N(CCC(=O)O)C3=C2C(=O)CCC3)ccc1OS(=O)(=O)c1ccc(C)cc1
  A: 20 | B: 9% | C: 0% | D: 23% | E: 9% | F: 14% | G: . | H: ? | I: ?

# Bioassay records from PubChem BioAssay.
